Screening results deposited in PubChem by Sanford-Burnham Center for Chemical Genomics.
SENP8 block – blocks human SENP8 cleavage of Nedd8 substrate; inhibition, % at 20 µM; 0.64% of 360,000 active; recombinant SENP8, Nedd8 substrate fluorescence; in the data active = inhibition mostly above about 40%, no sharp cut-off; inactive = mostly below about 27%
Target sequence (Q96LD8 whole entry, looked up): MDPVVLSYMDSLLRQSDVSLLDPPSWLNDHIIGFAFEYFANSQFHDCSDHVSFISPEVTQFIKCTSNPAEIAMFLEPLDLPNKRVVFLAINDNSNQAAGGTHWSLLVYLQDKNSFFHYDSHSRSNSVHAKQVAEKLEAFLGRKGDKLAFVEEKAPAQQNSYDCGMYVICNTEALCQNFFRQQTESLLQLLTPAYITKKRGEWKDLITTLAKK
SENP7 block – blocks the human protease SENP7; 1.5% of 330,000 active; AID 434973; Q9BQF6; inhibition, % at 5 µM; recombinant SENP7, Z-RLRGG-aminoluciferin luminescence, 40 min;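 active = inhibition above about 50% at the single test dose, limit read from the data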;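 note: plate controls were DMSO with enzyme for no effect and no enzyme buffer wells for full effect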
Target sequence (Q9BQF6 706-1050 limits assumed): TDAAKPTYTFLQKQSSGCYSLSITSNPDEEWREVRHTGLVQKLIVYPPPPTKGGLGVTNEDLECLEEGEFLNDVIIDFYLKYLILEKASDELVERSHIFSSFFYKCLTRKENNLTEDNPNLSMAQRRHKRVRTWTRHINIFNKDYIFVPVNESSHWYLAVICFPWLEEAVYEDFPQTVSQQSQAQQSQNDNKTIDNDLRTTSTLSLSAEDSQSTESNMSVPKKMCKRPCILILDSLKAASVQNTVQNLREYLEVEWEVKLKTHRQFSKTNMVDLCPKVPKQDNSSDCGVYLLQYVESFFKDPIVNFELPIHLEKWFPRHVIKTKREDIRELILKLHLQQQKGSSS
HKDC1 inhibitor – blocks human hexokinase HKDC1 activity; Q2TB90; recombinant HKDC1, G6PDH/diaphorase resazurin coupled fluorescence; inhibition, % at 20 µM; 0.16% of 340,000 active;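 active = inhibition above about 35% when tested at 20 µM, limit read from the data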;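 note: plate controls were DMSO wells with enzyme for no effect and DMSO wells lacking enzyme for full effect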
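Material: recombinant HKDC1 hexokinase; Amount: HKDC1 at 5 µg/mL; Medium: Tris pH 8.0 buffer with MgCl2, Tween-20, BSA, BME; Schedule: 90 min reaction incubation at room temperature, dark; Technique: coupled resazurin fluorescence, excitation 525 nm, emission 613 nm.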
GRIN3A LBD mod – modulates the human NR3A ligand-binding domain | NR3A LBD differential scanning fluorimetry, Tm shift; 0% = protein alone, 100% = glycine-bound protein | Tm shift relative to glycine control, % at 25 µM | 2.5% of 340,000 active | AID 1259313;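 active = melting temperature shift of at least 10% of the positive control shift, at one fixed dose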
ATG4B inh – inhibitors of human ATG4B cysteine protease | Q9Y4P1 | ATG4B cleavage of LC3-PLA2, NBD-HPC fluorescence, 1 h | inhibition, % at 8.33 µM | 0.51% of 340,000 active | AID 504462; in the data active = inhibition above about 40%
MPTP block – permeability transition pore inhibition | 1.4% of 360,000 active | isolated mouse mitochondria, Ca2+ swelling absorbance, 30 min | inhibition, % at 10 µM;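 active = inhibition of 50% or more, scaled per plate between neutral and stimulator controls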;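 note: 0% = DMSO wells given calcium and 100% = 1 mM EGTA wells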
SENP6 block – inhibitors of human SENP6 protease | 1.8% of 330,000 active | Recombinant SENP6 catalytic domain, aminoluciferin luminescence | inhibition, % at 10 µM | Q9GZR1;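 active = inhibition above about 50% at the single tested dose, limit read from the data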;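 note: plate controls were DMSO wells with enzyme for no effect and DMSO wells lacking enzyme for full effect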
Target sequence (Q9GZR1 628-1112 limits assumed): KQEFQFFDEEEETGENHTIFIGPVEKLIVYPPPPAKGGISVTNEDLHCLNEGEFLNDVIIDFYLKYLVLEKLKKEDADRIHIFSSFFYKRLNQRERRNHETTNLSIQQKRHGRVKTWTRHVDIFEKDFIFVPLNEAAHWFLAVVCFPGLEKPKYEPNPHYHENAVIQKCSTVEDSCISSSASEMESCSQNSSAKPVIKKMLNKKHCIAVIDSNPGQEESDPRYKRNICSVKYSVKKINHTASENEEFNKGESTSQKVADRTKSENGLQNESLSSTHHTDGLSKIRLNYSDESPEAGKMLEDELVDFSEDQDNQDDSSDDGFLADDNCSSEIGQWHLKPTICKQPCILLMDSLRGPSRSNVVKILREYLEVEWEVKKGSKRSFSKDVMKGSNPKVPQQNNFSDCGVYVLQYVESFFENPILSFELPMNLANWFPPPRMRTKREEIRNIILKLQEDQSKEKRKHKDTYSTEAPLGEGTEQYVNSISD
PfG6PD inh – PfG6PD (Plasmodium falciparum) enzyme inhibition | inhibition, % at 20 µM | 0.78% of 350,000 active | AID 504690 | PfGluPho enzyme, NADPH resazurin-diaphorase fluorescence;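 active = inhibition reaching at least a set limit at 20 µM in the primary screen, cut at about 59% in these data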;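 note: 0% = DMSO wells with substrate and 100% = DMSO wells lacking glucose-6-phosphate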
Numbers without * were called inactive; i = inactive; . = not tested or not shown.

SMILES	SENP8 block	SENP7 block	HKDC1 inhibitor	GRIN3A LBD mod	ATG4B inh	MPTP block	SENP6 block	PfG6PD inh
CC(C)(C)OC(=O)CNC(=O)c1nc[nH]c1C(=O)N1CCc2ccccc2C1	9	-1	-4	-3	-2	0.4	-17	5
CN(C(=O)COC(=O)c1ccccc1C(=O)c1ccccc1)c1ccccc1	15	0	-1	-2	0	-0.6	-4	6
COCCOC1CCN(C(=O)c2cc(COc3ccc(-n4cncn4)cc3)on2)CC1	6	-1	-6	0	3	-2.0	5	0
CSc1nc(N)nc2c1ncn2CC(=O)Nc1ccc(C)c(C)c1	-102	-5	-6	-3	2	1.9	-30	8
CCOc1ccccc1CN1CCCC(CNC(=O)Cc2ccc(OC)cc2)C1 (stereo not drawn)	1	-3	-3	0	3	0.3	-4	2
CCOc1cccc(/C=N/NC(=S)Nc2cc(S(=O)(=O)N3CCOCC3)ccc2N2CCOCC2)c1O	-270	-6	-27	-5	-12	1.2	-8	-19
COc1cc(C(=O)Oc2cc(C)[nH]c(=O)c2[N+](=O)[O-])cc(OC)c1OC	3	5	-2	0	-2	-1.1	1	17
CS(=O)(=O)N1CCC(CO)(Cc2ccccc2C(F)(F)F)CC1	2	7	-4	-1	-4	0.0	9	23
O=C(NCc1ccncc1)/C(=C/c1cccc([N+](=O)[O-])c1)NC(=O)c1ccccc1	10	-4	-5	0	-3	1.4	-17	-2
Cc1ccc(S(=O)(=O)Nc2cc(C(=O)O)ccc2N2CCCCC2)cc1	17	-7	-6	4	0	-0.1	2	25
CC(=O)c1ccc(N2Cc3ccccc3C3(CCOCC3)C2=N)cc1	13	-6	11	-1	3	0.9	-13	-17
Cc1ccc(NC(=O)CCc2c(C)nn(-c3ccc(N4CCCCC4)nn3)c2C)cc1	-13	2	1	0	-1	-0.1	9	-17
Cc1cccc(C(=O)OCC(=O)c2csc(N3CCCCC3)n2)c1[N+](=O)[O-]	-69	9	0	-1	0	0.0	-9	9
S=C(NCCc1ccc(Cl)cc1)Nc1ccc(Cl)cc1Cl	10	6	6	18*	17	86*	-2	6
COc1cccc(NC(=O)CN2C(=O)CSc3ccc(S(=O)(=O)N4CCC(C)CC4)cc32)c1	3	18	-2	-4	-9	1.2	0	-1
O=C(Nc1cc(Br)ccc1O)c1cc(-c2ccc3c(c2)OCO3)on1	-4	-1	-2	-2	1	-0.2	-2	-19
CCC(=O)N1C(C(=O)O)CSC1c1ccc(OC)cc1 (stereo not drawn)	18	-4	-8	0	4	-2.0	1	-2
O=C(COC(=O)/C=C/c1ccc(Cl)cc1Cl)Nc1cc(C(F)(F)F)ccc1N1CCOCC1	-4	-4	5	-1	12	0.5	-31	-15
COc1ccc(-c2coc3cc(OC)cc(OC)c3c2=O)cc1	17	-5	-3	0	-33	-0.2	3	28
COc1ccc(OC(C)C(=O)Nc2ccc([N+](=O)[O-])cc2)cc1 (stereo not drawn)	13	0	-4	-3	-3	5.8	-6	-4
COC(=O)[C@@]1(Cc2ccc(F)cc2)[C@H]2c3cc(C(=O)N(C)C)n(C[C@H](O)CO)c3C[C@H]2CN1C(=O)c1ccccc1	8	15	1	-1	22	-2.5	-19	-4
CC1=CC(C)(C)N2C(=O)C3(C(C#N)=C(N)Oc4cc(O)ccc43)c3cccc1c32 (stereo not drawn)	17	3	1	-14	-14	3.9	-14	-19
COc1ccc2[nH]c3c(N4CCC(O)(c5cccc(C(F)(F)F)c5)CC4)ncnc3c2c1	i	-5	0	9	39	-0.4	-15	40
COc1ccc(CCNC(=O)C2CCN(C(=O)c3ccc(Br)cc3)CC2)cc1OC	12	0	1	-1	-1	0.6	9	13
Cc1onc(-c2ccccc2)c1C(=O)N1CCCN2C(=O)c3ccccc3C21 (stereo not drawn)	20	-2	-1	1	-4	3.3	-6	-3
CC(C)=CCOc1c2ccoc2c(OCC=C(C)C)c2oc(=O)ccc12	20	6	16	-2	-2	2.2	-13	128*
COc1ccc(/C=N/NC(=O)CCC(=O)Nc2ccccc2)cc1OC	2	5	-12	0	-13	0.5	8	-6
COC(=O)c1sccc1NS(=O)(=O)c1ccc(OC)cc1	2	7	0	2	-6	0.6	-20	-19
COc1ccccc1C(=O)NCCc1nc2ccccc2[nH]1	22	-2	-6	3	5	-6.8	-11	-14
O=C(Nc1ccn(Cc2ccccc2)n1)c1n[nH]c([N+](=O)[O-])c1Cl	2	94*	1	-19	5	32	98*	-7
COc1ccccc1-c1coc2c(CN3CCC(C)CC3)c(O)ccc2c1=O	-424	-5	-1	1	0	1.4	5	-6
O=C(CN1CCCCC1)Nc1cc(Cl)ccc1Cl	11	7	-7	-6	-7	1.3	-19	-6
O=C(O)C1CC=CCC1C(=O)N1CCc2ccccc21 (stereo not drawn)	1	6	-4	2	7	-1.9	-10	1
COc1ccc(N(C(=O)c2ccc(S(=O)(=O)N3CCOCC3)cc2)C2C=CS(=O)(=O)C2)cc1 (stereo not drawn)	5	2	0	-1	1	0.4	-3	-16
CCC(C)(C)c1ccc(OCCCC[n+]2cccc(C)c2C)c(C(C)(C)CC)c1	19	0	-3	-14	19	41	-32	1
CC(C)CCN(C(=O)Cc1ccccc1F)c1c(N)n(Cc2ccccc2)c(=O)[nH]c1=O	-1	2	-4	-1	6	4.3	12	-18

Part of the list above in another layout.
SENP8 block | SENP7 block | HKDC1 inhibitor | GRIN3A LBD mod | ATG4B inh | MPTP block | SENP6 block | PfG6PD inh | mol
17 | -5 | -3 | 0 | -33 | -0.2 | 3 | 28 | COc1ccc(-c2coc3cc(OC)cc(OC)c3c2=O)cc1
13 | 0 | -4 | -3 | -3 | 5.8 | -6 | -4 | COc1ccc(OC(C)C(=O)Nc2ccc([N+](=O)[O-])cc2)cc1 (stereo not drawn)
8 | 15 | 1 | -1 | 22 | -2.5 | -19 | -4 | COC(=O)[C@@]1(Cc2ccc(F)cc2)[C@H]2c3cc(C(=O)N(C)C)n(C[C@H](O)CO)c3C[C@H]2CN1C(=O)c1ccccc1
17 | 3 | 1 | -14 | -14 | 3.9 | -14 | -19 | CC1=CC(C)(C)N2C(=O)C3(C(C#N)=C(N)Oc4cc(O)ccc43)c3cccc1c32 (stereo not drawn)
i | -5 | 0 | 9 | 39 | -0.4 | -15 | 40 | COc1ccc2[nH]c3c(N4CCC(O)(c5cccc(C(F)(F)F)c5)CC4)ncnc3c2c1
12 | 0 | 1 | -1 | -1 | 0.6 | 9 | 13 | COc1ccc(CCNC(=O)C2CCN(C(=O)c3ccc(Br)cc3)CC2)cc1OC
20 | -2 | -1 | 1 | -4 | 3.3 | -6 | -3 | Cc1onc(-c2ccccc2)c1C(=O)N1CCCN2C(=O)c3ccccc3C21 (stereo not drawn)
20 | 6 | 16 | -2 | -2 | 2.2 | -13 | 128* | CC(C)=CCOc1c2ccoc2c(OCC=C(C)C)c2oc(=O)ccc12
2 | 5 | -12 | 0 | -13 | 0.5 | 8 | -6 | COc1ccc(/C=N/NC(=O)CCC(=O)Nc2ccccc2)cc1OC
2 | 7 | 0 | 2 | -6 | 0.6 | -20 | -19 | COC(=O)c1sccc1NS(=O)(=O)c1ccc(OC)cc1
22 | -2 | -6 | 3 | 5 | -6.8 | -11 | -14 | COc1ccccc1C(=O)NCCc1nc2ccccc2[nH]1
2 | 94* | 1 | -19 | 5 | 32 | 98* | -7 | O=C(Nc1ccn(Cc2ccccc2)n1)c1n[nH]c([N+](=O)[O-])c1Cl
-424 | -5 | -1 | 1 | 0 | 1.4 | 5 | -6 | COc1ccccc1-c1coc2c(CN3CCC(C)CC3)c(O)ccc2c1=O
11 | 7 | -7 | -6 | -7 | 1.3 | -19 | -6 | O=C(CN1CCCCC1)Nc1cc(Cl)ccc1Cl
1 | 6 | -4 | 2 | 7 | -1.9 | -10 | 1 | O=C(O)C1CC=CCC1C(=O)N1CCc2ccccc21 (stereo not drawn)

(list continues)
SMILES	SENP8 block	SENP7 block	HKDC1 inhibitor	GRIN3A LBD mod	ATG4B inh	MPTP block	SENP6 block	PfG6PD inh
CCC(=O)N(Cc1cc2c(C)ccc(C)c2[nH]c1=O)C1CCCCC1	-71	5	-4	-1	-2	-0.3	1	3
Cc1ccc(C(=O)Nc2ccc(NC(=O)c3ccco3)c(C)c2)cc1	10	-10	-8	-12	3	1.2	-10	33
O=C(COc1ccc(Cl)cc1)Nc1ccc(C(=O)NCc2cccnc2)cc1	22	1	-6	-2	-3	28	-1	-17
Cn1cc(NC(=O)Nc2ccc(C(F)(F)F)cc2)c(C(F)(F)F)n1	11	48	5	-4	-5	66*	6	1
O=C(CCl)NC1(C(F)(F)F)C(=O)Nc2c1c(=O)[nH]c(=O)n2-c1ccccc1 (stereo not drawn)	13	-7	-8	-1	8	1.5	-6	-11
CCOC(=O)c1c(-c2ccc(-c3ccccc3)cc2)csc1NC(=O)CCN1CCOCC1	-2	.	0	4	3	1.9	.	3
CCN1C(=O)NC(c2ccc(Cl)cc2)C2=C1CCCC2=O (stereo not drawn)	12	-5	-2	-3	-6	-0.9	-21	2
CCCCOc1ccc(C(=O)NN2CCOCC2)cc1	24	12	-6	-2	-1	1.9	-10	-18
CCS(=O)(=O)c1ccc2c(c1)N(S(=O)(=O)c1ccc(C)cc1)CC(C(=O)O)O2 (stereo not drawn)	4	-10	-2	-3	-1	-1.1	4	-19
O=C(CSc1nnnn1C1CCCCC1)NCc1ccco1	17	5	-3	-1	-4	27	-4	5
CCn1c2c(c(=N)c3ccccc31)CCC2	-48	-1	3	0	2	2.2	-6	-2
CN(C)CCCN(C(=O)c1sc2ccccc2c1Cl)c1nc2ccc(F)cc2s1	6	0	3	-6	3	-1.9	5	-10
CCN(CC)C(=O)[C@H]1C[C@H](CC(=O)NCC23CC4CC(CC(C4)C2)C3)C(=O)N2CCc3c([nH]c4ccc(Cl)cc34)[C@]12C	7	7	1	3	-9	-2.3	.	27
CC(C)OC(=O)c1cc(C(=O)c2cc(Br)ccc2O)coc1=N	-234	-3	3	-2	3	-0.9	-23	-15
Cc1cccc(C)c1NS(=O)(=O)c1ccc(F)cc1	21	3	-1	2	-7	-1.2	-4	4
Cc1cc(NC(=O)c2ccc3nc(-c4ccccc4)c(-c4ccccc4)nc3c2)no1	-77	-3	-7	1	9	7.1	0	-3
COc1ccccc1-n1cnc2cc(NCc3ccco3)ccc21	-103	.	4	0	-2	-1.8	.	29
N/C(=N\OC(=O)c1ccco1)c1cccc(Br)c1	19	74*	-3	-34	-3	-1.6	78*	5
O=C(c1cccs1)N1CCC(c2nc3c(nnn3Cc3cccc(Cl)c3)c(=O)[nH]2)CC1	9	7	6	-3	7	1.0	5	-18
CCN(C(=O)COC(=O)c1cccc(S(=O)(=O)N2CCOCC2)c1)C1CCS(=O)(=O)C1 (stereo not drawn)	12	2	-8	-2	0	-1.1	3	0
CCOC(=O)[C@H]1[C@H]2COc3ccc(OC)cc3[C@@H]2N2C(=O)CN(Cc3ccccc3)C(=O)[C@@]12C	-23	12	2	-3	10	0.5	2	-11
COc1ccc2[nH]cc(C(=O)CN3CCN(C(=O)c4ccco4)CC3)c2c1	5	-9	-9	0	-4	3.2	-25	-18
CC1(C)C2CCC1(C)C(OC(=O)CC(=O)O)C2 (stereo not drawn)	.	-6	-10	10*	8	.	0	6
CCOC(=O)C1=C(C)Nc2ncnn2C1c1cc(OC)ccc1OC (stereo not drawn)	6	10	-4	0	0	0.8	-9	-4
COC(=O)C(Cc1ccc(O)cc1)NC(=O)Cn1cc(C)c(=O)[nH]c1=O (stereo not drawn)	7	.	-5	2	.	-1.5	.	-6
